# Screening results deposited in PubChem by several laboratories.
# Rab7 wt GTP bind = modulators of GTP binding to Rab7, primary screen, biochemical, wildtype, multiplex bead flow cytometry. Rab7 GTPase wild type (dog), Bodipy-FL-GTP binding. GST-Rab7 beads, fluorescent GTP binding; actives lie on both sides; untreated = 100%, excess cold GTP = 0%. GTP binding activity (percent of control), % at 10 µM. 190,000 tested, 0.055% active;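 active means fluorescent GTP binding to Rab7 beads changed by at least 20 points from the 100% baseline, either direction, mostly lower; inconclusive means compound itself probably fluorescent, or too few beads counted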;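 further: median green fluorescence of bound Bodipy-FL-GTP per Rab7 bead population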
# Rac1 act GTP bind = GTP binding modulators of activated mutant Rac1, primary screen, biochemical, bead-based flow cytometry, multiplex, fluorescent GTP; Ras-related C3 botulinum toxin substrate 1 (Homo sapiens), P63000; GST-Rac1 activated beads; actives lie on both sides; 100% means binding = to untreated wells; percent activity (GTP binding), % at 10 µM; 190,000 tested, 0.11% active; AID 764, 2007;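 active means GTP binding at least 20 percentage points away from the 100% baseline, in either direction, so actives lie on both sides; inconclusive means Compound likely fluorescent itself, or too few beads counted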
# Mcl1-Bid inh = Mcl-1/Bid binding inhibitors, primary screen, biochemical, TR-FRET, 1536-well | 220,000 tested, 0.97% active | Induced myeloid leukemia cell differentiation protein Mcl-1 (Homo sapiens), Q07820 | TR-FRET Mcl-1/Bid-Dy647 peptide binding | inhibition, % at 21.7 µM | AID 1021, 2008;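 active means compounds that cut the binding signal by more than half at the single screening dose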;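 further: His-tagged Mcl-1 with europium anti-His antibody binding Bid BH3 peptide; 0% = Mcl-1 plus peptide wells and 100% = peptide-only wells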
# Target sequence (Q07820 whole entry, looked up): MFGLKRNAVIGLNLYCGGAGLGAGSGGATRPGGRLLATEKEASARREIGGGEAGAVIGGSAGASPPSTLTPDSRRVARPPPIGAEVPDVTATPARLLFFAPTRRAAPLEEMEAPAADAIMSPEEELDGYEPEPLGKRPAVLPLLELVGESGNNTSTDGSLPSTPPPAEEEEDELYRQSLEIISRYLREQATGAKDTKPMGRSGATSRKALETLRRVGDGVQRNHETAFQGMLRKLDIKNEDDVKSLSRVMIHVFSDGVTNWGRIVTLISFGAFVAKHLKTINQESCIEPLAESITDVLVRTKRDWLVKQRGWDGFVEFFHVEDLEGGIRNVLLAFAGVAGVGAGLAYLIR
# Rac1 wt GTP bind = wildtype Rac1 GTP binding modulators, primary screen, biochemical, GST-Rac1 beads, flow cytometry, multiplex; Ras-related C3 botulinum toxin substrate 1 (Homo sapiens), P63000; fluorescent GTP binding; actives lie on both sides; 0 = cold GTP competed, 100 = untreated; GTP binding activity (% of control), % at 10 µM; 190,000 tested, 0.27% active;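 active means GTP binding activity at least 20 points away from the 100% control level, either lower or higher; inconclusive means compound flagged as likely green fluorescent, judged across all proteins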
# Avidin bead fluor = green autofluorescence of compounds with avidin beads – biophysical, 488/530 nm, flow cytometry, artefact control, profiling panel; compound fluorescence 488/530 nm; stronger effect = higher value; fluorescence (KMESF) at 10 µM; 220,000 tested, 0.38% active; AID 1775, 2009; in the data active means fluorescence above about 47; further: inactives centre near 10
# Pf gametocyte = late stage P. falciparum gametocyte viability inhibitors, primary screen, ATP luminescence, HTS. inhibition, % at 10.9 µM. 150,000 tested, 0.065% active. P. falciparum stage V gametocytes, 24 h;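 active means inhibition above the mean plus 3 SD of compounds within the control limits, set per campaign, cut at about 38% in these data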;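 further: 0% = DMSO wells and 100% = medium only without gametocytes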
# Mcl1 Noxa PPI = Mcl-1/Noxa binding inhibitors, primary screen, biochemical, TR-FRET, 1536-well. Induced myeloid leukemia cell differentiation protein Mcl-1 (Homo sapiens), Q07820. TR-FRET Mcl-1/Noxa peptide binding, 2 h. inhibition, % at 21.7 µM. 220,000 tested, 1.5% active;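 active means compounds that cut the protein-peptide binding signal by more than 50% relative to plate controls in a single-dose test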;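 further: His-tagged Mcl-1 with rhodamine Noxa BH3 peptide and terbium anti-His antibody; 0% = Mcl-1 plus Noxa peptide wells and 100% = peptide-only wells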
# HRas wt GTP = modulators of GTP binding to HRas wildtype, primary screen, biochemical, bead-based flow cytometry, multiplex; GTPase HRas (Homo sapiens), P01112; GST-Ras wt beads, Bodipy-FL-GTP binding; actives lie on both sides; GTP binding activity, % at 10 µM; 190,000 tested, 0.14% active; AID 759, 2007;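 active means GTP binding activity at least 20% away from the 100% baseline, either lowered as inhibitor or raised as activator; inconclusive means flagged as likely green fluorescent, judged across all proteins in the well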;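 further: 0% = unlabeled GTP competition control and 100% = no-compound control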
# Target sequence (P01112 whole entry, looked up): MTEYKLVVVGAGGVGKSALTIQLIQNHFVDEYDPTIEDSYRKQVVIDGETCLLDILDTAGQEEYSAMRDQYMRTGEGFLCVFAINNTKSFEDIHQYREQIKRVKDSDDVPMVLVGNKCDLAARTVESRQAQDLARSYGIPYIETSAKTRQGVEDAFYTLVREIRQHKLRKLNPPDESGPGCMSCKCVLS
# Cdc42 wt GTP = modulators of GTP binding to wildtype Cdc42, primary screen, biochemical, multiplex bead flow cytometry, Bodipy-GTP; percent activity (GTP binding), % at 10 µM; GST-Cdc42 beads; actives lie on both sides; Cell division control protein 42 homolog (Homo sapiens), P60953; 190,000 tested, 0.2% active;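 active means percent activity GTP binding at least 20 points away from the 100% baseline, either down as inhibitor or up as activator; inconclusive means compound flagged as likely green fluorescent from well-wide comparison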;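 further: median bead fluorescence of bound Bodipy-FL-GTP at 100 nM; 0% = excess unlabeled GTP control and 100% = no compound control; below 100% means less GTP binding so inhibitor and above means activator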
# Target sequence (P60953 whole entry, looked up): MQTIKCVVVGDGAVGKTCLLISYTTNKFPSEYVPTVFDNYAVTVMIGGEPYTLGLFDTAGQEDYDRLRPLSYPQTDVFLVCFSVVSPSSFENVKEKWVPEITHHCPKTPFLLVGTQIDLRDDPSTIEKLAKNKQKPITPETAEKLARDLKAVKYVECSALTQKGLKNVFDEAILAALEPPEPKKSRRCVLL
# Bim-Mcl-1 = inhibitors of Bim peptide binding to Mcl-1, primary screen, biochemical, bead-based flow cytometry, multiplex | 190,000 tested, 0.1% active | inhibition, % at 10 µM | Bim peptide-Mcl-1 binding; in the data active means inhibition above about 40%;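 further: 0% = no compound tracer wells and 100% = peptide blocker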
# Rab2 wt GTP = modulators of GTP binding to Rab2A wildtype, primary screen, biochemical, dog, bead-based flow cytometry, multiplex; Ras-related protein Rab-2A (Canis lupus familiaris), P61105; GST-Rab2 wt beads, Bodipy-GTP binding; GTP binding activity, % at 10 µM; 190,000 tested, 0.19% active;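 active means GTP binding activity at least 20 points away from 100%, either lowered or raised; inconclusive means signal likely due to the compound's own green fluorescence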;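 further: 0% = beads with excess unlabeled GTP and 100% = no-compound control corrected for plate trend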
# Starred values were filed as active, the others as inactive; ? = inconclusive; . = no result given. Some of the compounds tested, so the mix of outcomes need not match the whole.
SMILES,Rab7 wt GTP bind,Rac1 act GTP bind,Mcl1-Bid inh,Rac1 wt GTP bind,Avidin bead fluor,Pf gametocyte,Mcl1 Noxa PPI,HRas wt GTP,Cdc42 wt GTP,Bim-Mcl-1,Rab2 wt GTP
CC(C)C(=O)Nc1ccc(N2CCN(C)CC2)c(F)c1,102,99,-22,99,11,-5,14,98,97,-2,99
Cn1c(O)c(C(=N)COc2ccccc2)c(=O)n(C)c1=O,100,101,-36,105,11,.,-7,102,103,0,99
N#Cc1c(Cl)nc(Cl)c2c1CCN(Cc1ccccc1)C2,96,97,-30,96,15,11,14,95,95,-1,93
Cc1ccccc1NC1(C#N)CCCCC1,?,?,-22,?,24,9,-5,?,?,-1,?
CC(C)(C)C(O)C(Oc1ccc(Cl)cc1)n1cncn1 (configuration not stated),104,103,76*,102,7,.,2,101,99,-2,101
O=P(O)(Oc1ccccc1)OC(c1ccccc1)C(F)(F)F (configuration not stated),94,96,-9,101,5,10,16,98,96,-3,96
Nc1c(C(=O)NCCc2ccccc2)c2nc3ccccc3nc2n1CCN1CCOCC1,90,90,77*,89,38,.,15,92,92,1,90
CCOC(=O)CNC(=O)CSP(=S)(OCC)OCC,99,99,-16,102,13,9,20,101,98,-1,100
CCCCc1ccc2[nH]cc(CCN)c2c1,99,99,-58,104,5,-25,-5,101,103,4,98
C[N+]12CCC(CC1)C(C#N)(N1CCOCC1)C2 (configuration not stated),104,98,-15,103,37,-6,0,100,101,-1,100
Cc1ccc2c(c1)=C/C(=C\c1c(O)[nH]c(=O)[nH]c1=O)C(=O)N=2,99,94,-20,97,6,-11,22,95,100,-1,93
COc1cccc(C2(O)CCN(Cc3ccncc3)CC2)c1,96,94,-31,102,11,.,3,95,97,3,96
Cc1ccc(-n2c(O)c(C=Nc3ccc(Br)cn3)c(=O)[nH]c2=O)cc1,102,94,-14,97,7,3,-1,99,96,1,98
O=C(Cn1cc(C(=O)c2ccccc2F)c2ccccc21)NC1CC1,101,97,2,101,12,10,6,96,98,-2,96
O=C(C1CCN(S(=O)(=O)c2ccccc2)CC1)N1CCC2(CC1)OCCO2,98,98,-12,105,15,.,-1,98,101,-6,99
COc1ccc(CN2C(=O)NC(=O)/C(=C\c3ccco3)C2=O)cc1,95,89,-76,92,20,-4,12,91,91,4,91
COc1ccc(N2C(=O)NC(=O)/C(=C/c3ccc4c(c3)Cc3ccccc3-4)C2=O)cc1,92,95,20,96,6,.,18,92,95,0,94
CSCc1nnc2n1-c1ccc(Cl)cc1C(c1ccccc1)=NC2,94,97,-19,98,8,-8,-1,96,97,-3,99
COc1ccc(-c2nc(CS(=O)CC(=O)N3CCC4(CC3)OCCO4)c(C)o2)cc1 (configuration not stated),101,97,9,103,8,20,-9,102,101,0,104
CCCCn1c(=O)c(C(=O)Nc2ccccc2S(N)(=O)=O)c(O)c2ccccc21,97,98,10,106,5,-3,20,100,105,0,98
Cc1nn(Cc2c(Cl)cccc2Cl)c(Cl)c1C(=O)O,93,96,-15,101,13,5,12,95,98,1,94
Cc1nn(Cc2ccccc2)c(C)c1C(=O)OCC(=O)Nc1cc(S(C)(=O)=O)ccc1Cl,101,94,-9,92,8,.,-7,94,92,-8,94
CN1c2ccc([N+](=O)[O-])cc2CC2(C(=O)NC(=O)NC2=O)C1c1ccccc1 (configuration not stated),94,98,-43,104,14,10,-1,95,101,-2,97
O=C(c1ccccc1F)c1cn(CC(=O)N2CCCC2)c2ccccc12,98,99,-29,101,4,.,-4,101,102,2,100
CC(N)C(=O)c1ccco1 (configuration not stated),99,100,-9,103,9,.,-4,103,104,0,101
CCc1ccccc1NC(=O)CNC1CCCCC1,97,97,-7,97,10,4,-15,95,95,5,95
CN(C)P(=S)(Nc1ccccc1)C(Cl)(Cl)Cl (configuration not stated),96,92,-7,93,19,-1,-8,91,93,0,93
O=C1NC(=S)N(c2ccc(Br)cc2)C(=O)/C1=C/N1CCN(C(=O)c2ccco2)CC1,96,90,-28,95,10,-6,18,94,100,1,93
O=C(c1ccccc1)c1ccccc1N=Cc1c(O)[nH]c(=O)[nH]c1=O,100,93,-12,93,18,.,-9,95,93,-3,94
CCCCC(=O)N/N=C/c1c(O)n(Cc2ccco2)c(=O)[nH]c1=O,96,95,-99,102,22,-7,-49,97,100,0,94
CC(=O)OC1(c2ccccc2)CCN(C2CCCCC2)CC1C (configuration not stated),100,95,-5,98,6,.,4,97,98,-1,98
COc1ccc(CN2C(=O)NC(=O)/C(=C\c3cccc(OC)c3OC)C2=O)cc1,101,95,-15,101,11,-11,14,97,99,-1,96
Cc1nc2ccccc2c(=O)n1-c1ccccc1[N+](=O)[O-],92,93,-10,96,9,4,4,96,97,2,98
CN1CCN(/N=C/c2c(O)n(C)c(=O)n(C)c2=O)CC1,100,98,-40,97,9,0,0,98,101,0,99
Cc1c(C(=O)N2CCC3(CC2)OCCO3)oc2ccc(S(=O)(=O)N3CCOCC3)cc12,104,102,2,110,26,14,5,103,107,3,101
C=Cn1ccnc1P(O)(=S)c1nc(C)c(CCOC(C)=O)s1 (configuration not stated),104,91,-14,94,6,3,6,96,95,-1,99
CCN1CCC2(CC1)NC(CO)(CO)CO2,100,101,1,105,7,.,8,101,105,-3,103
COc1ccc2c(c1OC)C(=O)OC2c1c(O)n(Cc2ccc(F)cc2)c(=O)[nH]c1=O (configuration not stated),93,93,-5,100,26,.,-6,94,101,0,97
COc1ccc(-c2nn(CCC#N)cc2C(=O)O)cc1,105,98,-18,100,13,-17,6,100,99,-1,98
Cc1ccc(N(C)C(=O)Oc2cccc3ccc(C)nc23)cc1,99,101,-2,102,6,.,2,103,104,-3,101
CCC(=NCCO)c1c(O)n(-c2ccc(Cl)cc2)c(=O)[nH]c1=O,106,98,-12,101,7,.,5,101,100,-2,104
Cc1ccc(-c2nn(CCC#N)cc2C(=O)O)cc1C,108,94,-32,104,8,1,-13,98,96,0,99
Cc1cccc(-n2c(-c3ccccc3)nc3ccccc3c2=O)n1,100,96,-30,100,10,.,-7,97,98,0,98
CCN(CC)CCCN=Cc1c(O)n(-c2ccccc2F)c(=O)[nH]c1=O,93,94,-15,94,18,.,-1,95,93,-2,96
O=c1[nH]c(=O)n(C2CCCCC2)c(O)c1C=Nc1ccc(N2CCOCC2)cc1,101,101,-91,105,5,7,13,103,104,0,103
Cc1c(C(c2ccc(Br)cc2)c2c(O)c3ccccc3oc2=O)c(=O)n(-c2ccccc2)n1C (configuration not stated),95,92,-22,98,9,-19,14,95,95,1,92
O=C(OCC(=O)c1ccc([N+](=O)[O-])cc1)/C(=C\c1ccc(Cl)cc1)NC(=O)c1ccccc1,99,96,5,102,18,.,-20,99,101,0,97
CCC1CN(C)CCC1(OC(C)=O)c1ccccc1 (configuration not stated),104,99,-2,105,7,.,6,104,103,0,104
CC12CN3CC(C)(CN(C1)P3(=O)Oc1ccccc1)C2=O (configuration not stated),102,101,13,106,9,10,5,106,106,-2,105
Cc1cc(Cl)ccc1C(=O)C1CCCN(C2CCSCC2)C1 (configuration not stated),101,95,-41,99,11,3,3,97,101,0,97
# Going on with the list.
SMILES,Rab7 wt GTP bind,Rac1 act GTP bind,Mcl1-Bid inh,Rac1 wt GTP bind,Avidin bead fluor,Pf gametocyte,Mcl1 Noxa PPI,HRas wt GTP,Cdc42 wt GTP,Bim-Mcl-1,Rab2 wt GTP
CN(C)c1ccc(C=C2C(=O)NC(=O)NC2=O)cc1[N+](=O)[O-],95,89,-38,92,12,-6,1,94,94,9,94
O=C(c1ccc(N2CCCCC2)c([N+](=O)[O-])c1)N1CCC2(CC1)OCCO2,95,93,-26,102,13,.,-4,95,93,-2,89
Cn1c(O)c(N=Nc2ccc(S(=O)(=O)N3CCOCC3)cc2)c(=O)n(C)c1=O,102,99,2,107,9,-7,40,100,106,-5,99
Cc1cc(N(CCCl)CCCl)ccc1/C=N/NC(=O)c1ccco1,96,98,-55,100,3,.,-5,98,97,1,98
CCC1(CC)C(=O)NC(=NCCc2c[nH]c3ccccc23)NC1=O,95,93,-19,96,22,-9,-8,95,95,-2,95
O=C(c1cccs1)C1CN2CCC1CC2 (configuration not stated),95,94,8,95,13,-9,0,98,97,-1,96
CC12CN3CC(C)(CN(C1)C3c1cccs1)C2 (configuration not stated),100,103,-31,105,10,-31,13,107,107,-4,106
CCN1c2nc3c(C)cccn3c(=O)c2CC2(C(=O)N(C)C(=O)N(C)C2=O)C1C (configuration not stated),97,96,-43,97,9,.,-3,97,98,0,97
CN(C(=O)Oc1ccc(Cl)c2cccnc12)c1ccccc1,102,102,-12,105,14,-20,13,100,104,-7,101
CCC(=NCCOc1ccc(Cl)cc1)c1c(O)n(C)c(=O)n(C)c1=O,98,94,2,96,59*,2,1,96,93,5,98
COC(=O)C(=O)N1CC2(C)CNCC(C)(C1)C2=O,105,98,-13,99,11,3,-7,100,97,-2,100
CC[N+]1(C)CCCC(OC(=O)C(O)(c2ccccc2)c2ccccc2)C1 (configuration not stated),107,98,0,103,8,.,7,95,102,-1,99
Cc1nonc1OCCNCCNc1ccc([N+](=O)[O-])c2cccnc12,99,99,-18,100,2,7,34,100,99,-3,98
CC(=O)Nc1ccc(OC(=O)c2ccccc2N)cc1,92,95,-15,94,9,.,13,95,97,-1,94
Cn1cccc1/C=C1/C(=O)NC(=O)N(Cc2ccccc2)C1=O,92,99,-43,98,13,-9,10,99,95,0,98
C=CCN(c1ccc(C(=O)N(CC)CC)cc1)S(C)(=O)=O,103,101,-7,100,5,.,-17,103,102,0,102
Cc1ccc2nc(C)n(-c3ccc(F)cc3)c(=O)c2c1,100,96,2,99,13,2,4,99,100,0,98
